Source: PubChem BioAssay (National Center for Advancing Translational Sciences (NCATS))
p53ts 39C tox = cytotoxicity in p53ts cells at nonpermissive temperature. H1299-p53A138V viability at 39C, ATP luminescence, 24 h. Potency, µM (top dose mostly 46.1 µM), without a hit: at the top dose activity change, negative = cell killing, hits mostly cytotoxic. hit rate 1.5% among 130,000. AID 902; also: nearly all actives have a fitted effect of over 55% in size
IkB signaling = suppresses IkB signaling in ABC-DLBCL reporter cells; Potency, µM (highest dose often 57.1 µM), inactives show at the highest dose IkBa stabilization activation; hit rate 0.04% among 110,000; ABC-DLBCL IkBa-CBG/CBR dual luciferase ratio, 4 h; response scale: scaled: untreated 0%, proteasome inhibitor 100%; active = well fitted curve in the direction sought with a large enough effect in the signal ratio, not every such curve was filed as active; inconclusive = small, poorly fitted or top-dose-only effect, or a change in a side signal; the % refers to the signal ratio;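 also: the direction sought is a rising ratio; 0% = basal untreated cells and 100% = reference inhibitor full response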
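Luminescence ratio of IκBα-fused green versus native red beetle luciferase in OCI-Ly3 cells, 4 h post-doxycycline with compound; red signal alone, scaled from basal (0%) to zero light (-100%), flagged nonspecific or cytotoxic effects.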
p53ts 32C kill = kills p53ts cells at the permissive temperature. H1299-p53A138V at 32C, ATP luminescence viability, 24 h. Potency, µM (doses to about 46.1 µM), without a hit: at the highest dose activity change, negative = cytotoxicity, most hits filed as cytotoxic. AID 924. hit rate 0.93% among 130,000;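 also: 0% = DMSO and -100% = full killing by reference compound; nearly all actives have a fitted effect of over 55% in size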
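ATP-content luminescence (ATPlite) read-out after 24 h compound exposure at 32C in H1299-p53A138V cells (600/well). Tested up to 46 uM. Normalized to DMSO (0%) and 100 uM tamoxifen (100% killing); Hill-fit AC50.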
Imprint erasure = inducers of genomic imprint erasure in mouse ES cells; mouse ES Peg3-LacZ reporter, beta-gal luminescence, 40 h; Potency, µM (series often up to 60.7 µM), for inactives: at the top dose activity change, positive = activation, most hits filed as activators; hit rate 0.02% among 110,000; AID 1948;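 also: 0% = negative control wells on the plate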
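Imprint erasure is scored as LacZ activity from the silenced maternal Peg3 allele in feeder-free female ES cells cultured 40 h with LIF. Luminescence is normalized to in-plate negative controls and fitted to the Hill equation.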
Starred values were filed as active, the others as inactive; ? = inconclusive; nt = no result given; [ ] = dose if it differs, or a comment. Unless noted, calls follow the shape of the dose curve; as a rule, active = well fitted curve in the direction sought with a large enough effect; inconclusive = small, poorly fitted or top-dose-only effect, or another doubt; inactive = no such curve, though single readings can be large; an effect the other way counts as inactive or inconclusive. Unless noted, % is scaled to controls: 0 for no effect and ±100 for the full control effect; potency is read from the fitted curve at half-maximal effect.

SMILES	p53ts 39C tox	IkB signaling	p53ts 32C kill	Imprint erasure
CCCS(=O)(=O)N1CCC(C(=O)NCCCN2CCCC2=O)CC1	-2%	-0.4%	1%	-8%
COCCn1c(=O)cnc2cnc(OC)nc21	-5%	1.5%[11.4 µM]	7%	7%
CN(C(=O)CSc1nc2ccc(NC(=O)c3ccco3)cc2s1)c1ccccc1	20%	?	-16%	-13%[10.9 µM]
CCN1CCN(Cc2nc3cc(NC(=O)c4cc(OC)c(OC)c(OC)c4)ccc3n2CC)CC1	1%	?	-8%	-7%[10.9 µM]
CCOC(=O)c1nnn(CC(=O)N2N=C(c3cccc4ccccc34)CC2c2ccccc2)c1C(=O)OCC (configuration not stated)	-6%	nt	8%	nt
CCC(C(=O)Nc1cc(OC)cc(OC)c1)n1nc(-c2ccc(C)c(C)c2)ccc1=O (configuration not stated)	3%	2.5%	11%	-14%[10.9 µM]
O=C1CCc2cc(S(=O)(=O)NC(Cc3ccccc3)C(=O)NC3CCCCC3)ccc2N1 (configuration not stated)	-2%	4.6%	-6%	-8%
O=C(Cn1c(=O)n(-c2ccc(Cl)cc2)c(=O)c2c3c(sc21)CCC3)c1ccc(F)cc1	-20%	?	-6%	-9%[10.9 µM]
O=S(=O)(NCc1ccco1)c1ccc2c(c1)Cc1ccccc1-2	0%	14%	7%	-32%[inhibitor]
CCN(C(=O)C1CCC(CNS(=O)(=O)c2cccc3nsnc23)CC1)c1cccc(C)c1 (configuration not stated)	-9%	?	16%	-9%[10.9 µM]
Cc1cccc(NC(=O)Cn2c(=O)n3nc(CCn4nc(C)cc4C)nc3c3ccccc32)c1	3%	2.6%	5%	1%
COc1ccc(N2CC(NC(=O)c3ccc(S(=O)(=O)N4CCCCC4)cc3)CC2=O)cc1 (configuration not stated)	-13%	-0.7%	3%	-2%[10.9 µM]
CC(Oc1ccc(Cl)cc1Cl)C(=O)NCc1ccncc1 (configuration not stated)	-8%	0.2%	13%	-14%
CC(=O)c1ccc(N2CCN(c3ncnc4c3c(-c3ccccc3)cn4-c3ccc(C)c(Cl)c3)CC2)cc1	-27%	-2.4%	2%	28%[10.9 µM]
COc1cccc(OCC(=O)Nc2c(C(=O)Nc3ccc(OC)cc3OC)oc3ccccc23)c1	7%	2.5%	-3%	2%
Cc1ccccc1N1CC(C(=O)Nc2ccc(Br)cc2)CC1=O (configuration not stated)	-7%	1.7%	5%	12%[10.9 µM]
Cc1ccc(Cn2nnc3c(=O)n(CC(=O)N4CCCc5ccccc54)cnc32)cc1	13%	-1.6%	3%	-3%
CC(C)(O)c1cn(-c2nonc2N)nn1	4%	2.1%	-1%	-23%
CC(C)Sc1nc2sc3c(c2c2nnc(SCC(=O)NCc4ccco4)n12)CCCC3	-13%	0.5%	-2%	-24%
COc1cc(NC(=O)c2ccc(NS(=O)(=O)c3c(C)noc3C)cc2)cc(OC)c1	-11%	1.3%	-23%	-5%

A different layout for some results above:
Results follow in this order: p53ts 39C tox | IkB signaling | p53ts 32C kill | Imprint erasure
- O=C1CCc2cc(S(=O)(=O)NC(Cc3ccccc3)C(=O)NC3CCCCC3)ccc2N1 (configuration not stated)
    -2% | 4.6% | -6% | -8%
- O=C(Cn1c(=O)n(-c2ccc(Cl)cc2)c(=O)c2c3c(sc21)CCC3)c1ccc(F)cc1
    -20% | ? | -6% | -9%[10.9 µM]
- O=S(=O)(NCc1ccco1)c1ccc2c(c1)Cc1ccccc1-2
    0% | 14% | 7% | -32%[inhibitor]
- CCN(C(=O)C1CCC(CNS(=O)(=O)c2cccc3nsnc23)CC1)c1cccc(C)c1 (configuration not stated)
    -9% | ? | 16% | -9%[10.9 µM]
- Cc1cccc(NC(=O)Cn2c(=O)n3nc(CCn4nc(C)cc4C)nc3c3ccccc32)c1
    3% | 2.6% | 5% | 1%
- COc1ccc(N2CC(NC(=O)c3ccc(S(=O)(=O)N4CCCCC4)cc3)CC2=O)cc1 (configuration not stated)
    -13% | -0.7% | 3% | -2%[10.9 µM]

Going on with the list.
SMILES	p53ts 39C tox	IkB signaling	p53ts 32C kill	Imprint erasure
COc1ccccc1CNc1nc(-c2ccc(N(C)C)cc2)nc2ccccc12	20µM*	8.3%[11.4 µM]	?	-35%[inhibitor]
CCCCOC(=O)c1ccc(O)cc1	-6%	-4.8%	-14%[1.84 µM]	-11%
CS(=O)(=O)N(CC(=O)N1CCN(c2ccccc2F)CC1)c1ccc2c(c1)OCCO2	6%	-0.1%	-8%	-5%
Cc1ccc(Nc2ncnc3c2cnn3-c2ccccc2)c(C)c1	-19%	?	3%	-15%[10.9 µM]
O=C1CS(=O)(=O)C2(C(=O)N(Cc3ccccc3)c3ccccc32)N1c1ccccc1 (configuration not stated)	-3%	0.8%	0%	6%[10.9 µM]
CC(C)C1Nc2ccc(S(N)(=O)=O)cc2C2C=CCC21 (configuration not stated)	9%	0.8%	1%	-11%
COc1ccc(C(c2sc3nc(C)nn3c2O)N2CCC(O)CC2)cc1OC (configuration not stated)	10%	-0.1%	2%	-13%
O=C1c2ccccc2[C@@H]([C@@H]2c3ccccc3C(=O)c3cc(Br)ccc32)c2ccc(Br)cc21	15%[9.22 µM]	0.7%[11.4 µM]	-1%[9.22 µM]	-5%[10.9 µM]
CN(C)S(=O)(=O)c1ccc2c(c1)C(CC(=O)O)OC2=O (configuration not stated)	-6%	0.5%	-7%	-1%
C=CCn1c(=O)c(C(=O)Nc2cccnc2)c(O)c2ccccc21	-8%	nt	-7%	nt
CCCSc1ncc(Cl)c(C(=O)Nc2ccc(CC)cc2)n1	-15%	-2.0%	-7%	-2%[10.9 µM]
COc1ccccc1CN1CCCC2(CCN(C(=O)c3cnccn3)CC2)C1	-6%	0.4%[11.4 µM]	3%	nt
CCOc1ccc(OCC)c(S(=O)(=O)N2CCCCC2)c1	9%	2.9%	2%	nt
COc1ccc(NC(=O)CC2C(=O)N(c3cccc(C)c3)C(=O)N2C2CCCCC2)cc1 (configuration not stated)	2%	?	0%	-7%[10.9 µM]
Nc1c(-c2nc(-c3ccccc3Cl)no2)nnn1-c1ccccc1C(F)(F)F	2%	0.7%	1%	12%[10.9 µM]
COc1ccccc1C(c1nnnn1C(C)(C)C)N1CCN(Cc2ccccc2)CC1 (configuration not stated)	19%	nt	-1%	nt
CCCCCCCC(=O)O[C@H](CC(=O)O)C[N+](C)(C)C	4%	0.5%	0%	9%
CCOC(=O)C1CCN(C(c2cc3ccc(C)c(C)c3[nH]c2=O)c2nnnn2C2CCCCC2)CC1 (configuration not stated)	-7%	2.7%	2%	-11%
COc1cc(OC)c(NC(=O)c2cc(CN3CCOCC3)on2)cc1Cl	-17%	0.4%	1%	-12%[10.9 µM]
COCCSc1nnc(NC(=O)CSc2ccccc2)s1	-1%	0.1%	3%	-4%
CCOC(=O)c1cc2c(=O)n3ccccc3nc2n(C)c1=NC(=O)c1cc2ccccc2o1	3%	0.1%	10%	-13%[10.9 µM]
COc1ccc(NC(=O)NC2(C(=O)N3CCCCCC3)CCCCC2)cc1	-5%	0.7%	0%	-30%
CC(C)C(=O)N1CCN(c2ccccc2N)CC1	2%	?	4%	-6%
N#Cc1ccc(NC(=O)C2CC(c3ccc(F)cc3)=NO2)cc1 (configuration not stated)	-11%	1.8%	-6%	-3%
Cc1ccc(-c2noc(-c3ccccc3NC(=O)C3CC(=O)N(c4ccccc4C)C3)n2)cc1 (configuration not stated)	14%	-0.8%	2%	4%[10.9 µM]
O=C(NC1CCN(C(=O)N2CCOCC2)CC1)c1ccccc1	8%	0.8%	-1%	3%
COc1ccccc1N1CCSC1C(N)=O (configuration not stated)	10%	0.9%	-6%	-15%
COc1ccc(N2CCN(C(=O)c3cc(-c4ccc(C)c(F)c4)on3)CC2)cc1	2%	?	-6%	-11%[10.9 µM]
COc1cc2c(cc1OC)C(=O)Cc1ccc3c(c1CN(C)CC2)OCO3	3%	-0.5%[11.4 µM]	-3%	0%
COc1ccc(-n2cc(C(=O)OCc3ccc(Cl)cc3)c3ccccc3c2=O)cc1	-24%	-1.6%	-6%	2%[10.9 µM]
CC1SC(C)C(=O)N(CC(=O)NCc2ccc(F)cc2)C1=O (configuration not stated)	28%	nt	-13%	nt
CCc1ccc(NC(=O)CSc2nc3c(sc4ccccc43)c(=O)n2CCN(CC)CC)cc1	-6%	-5.8%	-2%	-17%[10.9 µM]
CCCCN1c2ccccc2N(CCCO)c2cc(C)nnc21	?	-1.7%	?	-17%
COC(=O)c1c(NS(=O)(=O)c2cccs2)sc2c1CCCC2	-7%	5.1%	-1%	5%
O=C(Nc1ccccc1)N(Cc1cccc(Cl)c1)c1ccccn1	-19%	-1.0%	6%	-8%[10.9 µM]
CCN(CC(=O)Nc1ccc(OC)c(OC)c1)S(=O)(=O)c1ccc(C)cc1	-1%	-3.2%	5%	-22%
Cn1c(=O)[nH]c2cc(-c3noc(-c4ccc(Br)cc4)n3)ccc21	-27%	-1.0%	10%	7%[10.9 µM]
COc1ccc(NC(=O)C(=O)NCCc2sc(-c3ccc(Cl)cc3)nc2C)cc1	26%	-1.9%	-26%	-10%[10.9 µM]
CCOC(=O)Cc1csc(-n2sc3ccccc3c2=O)n1	?	16%	?	-82%[inhibitor]
Cc1cccc(-n2c(SCC(=O)NCc3ccco3)nc3ccccc3c2=O)c1	-15%	2.0%	-15%	-15%

Three entries out of the list, ordered by number of heavy atoms, largest number first.
SMILES	p53ts 39C tox	IkB signaling	p53ts 32C kill	Imprint erasure
COc1ccc(N2CCN(C(=O)c3cc(-c4ccc(C)c(F)c4)on3)CC2)cc1	2%	?	-6%	-11%[10.9 µM]
CC1SC(C)C(=O)N(CC(=O)NCc2ccc(F)cc2)C1=O (configuration not stated)	28%	nt	-13%	nt
CCOC(=O)Cc1csc(-n2sc3ccccc3c2=O)n1	?	16%	?	-82%[inhibitor]

Continued:
SMILES	p53ts 39C tox	IkB signaling	p53ts 32C kill	Imprint erasure
O=C(NC1CCCC1)C(c1ccc(N2CCOCC2)cc1)N(Cc1ccccc1)C(=O)c1ccco1 (configuration not stated)	-3%	0.7%	2%	1%
CN(C)c1ccc(CNC(=O)c2ccc(Cn3c(=O)c4cccn4c4cccnc43)cc2)cc1	-2%	0.1%	-1%	-13%[10.9 µM]
CCOC(=O)C1CCCN(S(=O)(=O)c2cc(OCC(N)=O)c(C)cc2Cl)C1 (configuration not stated)	15%	0.8%	9%	-7%
Cn1c(O)c(C=NCCCCCC(=O)O)c(=O)n(C)c1=O	2%	?	-6%	-3%
O=C1CCCCCN1CSc1nc2ccccc2s1	0%	3.9%	2%	-7%
Cc1ccc(C2CC2C(=O)NNC(=S)Nc2cccc(C)c2)cc1 (configuration not stated)	3%	nt	?	nt
Cn1nnnc1SCc1nnc(-c2ccc(Cl)cc2)o1	7%	0.1%	1%	-16%
CCc1ccc2oc(C(=O)Nc3nc(-c4ccccc4)ns3)c(C)c2c1	-20%	?	2%	-11%[10.9 µM]
CC(C)c1ccc(S(=O)(=O)N2CCC(n3c(C(F)(F)F)nc4cccnc43)CC2)cc1	-12%	0.9%	4%	-8%[10.9 µM]
CC1CCCN(Cc2nc3c(c(=O)n(C)c(=O)n3C)n2Cc2ccc(Cl)cc2Cl)C1 (configuration not stated)	15%	-0.1%	6%	-5%[10.9 µM]
CC1CN(Cc2nc3c(c(=O)n(C)c(=O)n3C)n2CC(O)CO)CC(C)O1 (configuration not stated)	11%	-1.1%	0%	8%
O=C(O)C12CC3(C(=O)O)CC(C(=O)O)(CC(C(=O)O)(C1)C3=O)C2=O	3%[9.22 µM]	0.3%[11.4 µM]	1%[9.22 µM]	-6%[10.9 µM]

Another view of some results above:
compound | p53ts 39C tox | IkB signaling | p53ts 32C kill | Imprint erasure
O=C1CCCCCN1CSc1nc2ccccc2s1 | 0% | 3.9% | 2% | -7%
Cc1ccc(C2CC2C(=O)NNC(=S)Nc2cccc(C)c2)cc1 (configuration not stated) | 3% | nt | ? | nt
Cn1nnnc1SCc1nnc(-c2ccc(Cl)cc2)o1 | 7% | 0.1% | 1% | -16%
CCc1ccc2oc(C(=O)Nc3nc(-c4ccccc4)ns3)c(C)c2c1 | -20% | ? | 2% | -11%[10.9 µM]
CC(C)c1ccc(S(=O)(=O)N2CCC(n3c(C(F)(F)F)nc4cccnc43)CC2)cc1 | -12% | 0.9% | 4% | -8%[10.9 µM]
